High-throughput results: PubChem, National Center for Advancing Translational Sciences (NCATS)
HCV inhibitor = blocks hepatitis C virus. Huh7.5.1 HCVcc-Cre infection, luciferase reporter, 44 h. Potency, µM (highest dose often 41.8 µM), for inactives: at the top dose activity change, negative = inhibition, usual class: inhibitors. hit rate 3.4% among 340,000. AID 651820
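Reporter virus HCVcc-Cre (~0.5 moi) infects cells exposed to compound; seeding density 1,000 cells/well with 4 h settling beforehand. Luminescence, 15 sec read, taken 44 h post-infection following a 15 min RT substrate incubation.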
TbPYK inhibitor = inhibitors of Trypanosoma brucei pyruvate kinase | TbPYK enzyme, Kinase-Glo Plus ATP luminescence, 45 min | Potency, µM (titrated, usually from 76.8 µM), for the others: at the top dose activity, negative = inhibition, actives largely listed as inhibitors | hit rate 0.12% among 410,000; also: nearly all actives have a fitted effect of over 50% in size
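Assay buffer: 50 mM TEA pH 7.2, 100 mM KCl, 10 mM MgCl2, 0.05% BSA, 0.01% Tween-20. Pyruvate kinase from T. brucei plus substrate met compound, then ADP (130 uM final). Luminescence was read post 45 min RT.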
Sm TGR block = blocks Schistosoma mansoni thioredoxin glutathione reductase; Q962Y6; purified TGR, DTNB reduction, TNB absorbance 405 nm; Potency, µM (highest dose often 114 µM), without a hit: top-dose activity change, negative = inhibition, actives largely listed as inhibitors; hit rate 3% among 360,000; AID 485364; also: nearly all actives have a fitted effect of over 60% in size
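First, TGR (20 nM dispensed) and NADPH were mixed with compound. Second, a 15 min room-temperature incubation followed. Third, further NADPH and then DTNB were added to start the reaction. Finally, TNB absorbance was monitored kinetically.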
Pf growth 48h = P. falciparum growth inhibition at 48 hours (one generation). P. falciparum luciferase growth in erythrocytes, 48 h. Potency, µM (titrated, usually from 28.7 µM), for the others: top-dose activity change, negative = inhibition, actives largely listed as inhibitors. hit rate 5.9% among 310,000. AID 504832
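First compound was added to culture medium, then infected red cells at 0.1% parasitemia and 2% hematocrit (final). After incubation at 37 C under 5% CO2, luciferase detection reagent was dispensed and light output recorded.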
LmPK inh = blocks Leishmania mexicana pyruvate kinase activity; Q27686; purified LmPK, Kinase-Glo ATP luminescence, 1 h; Potency, µM (titrated, usually from 57.5 µM), without a hit: at the highest dose activity change, negative = inhibition, hits mostly inhibitors; hit rate 0.37% among 290,000
Target sequence (Q27686 whole entry, looked up): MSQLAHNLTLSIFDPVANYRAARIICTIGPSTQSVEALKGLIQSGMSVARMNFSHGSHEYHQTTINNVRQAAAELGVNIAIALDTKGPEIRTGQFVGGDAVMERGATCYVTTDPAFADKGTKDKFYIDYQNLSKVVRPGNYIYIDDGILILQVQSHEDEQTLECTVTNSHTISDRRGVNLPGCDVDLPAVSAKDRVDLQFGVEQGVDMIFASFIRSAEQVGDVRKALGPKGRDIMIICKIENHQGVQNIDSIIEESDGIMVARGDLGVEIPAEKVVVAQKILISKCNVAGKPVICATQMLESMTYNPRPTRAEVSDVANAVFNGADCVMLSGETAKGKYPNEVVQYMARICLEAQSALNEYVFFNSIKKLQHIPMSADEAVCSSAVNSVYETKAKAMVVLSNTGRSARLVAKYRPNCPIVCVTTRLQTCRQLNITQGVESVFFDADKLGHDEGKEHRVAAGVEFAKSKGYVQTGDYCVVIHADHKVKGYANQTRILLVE
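0.1 nM LmPK, 0.5 mM PEP, 0.1 mM ADP; 50 mM imidazole pH 7.2, 7 mM MgCl2, 50 mM KCl; 1 h RT. Kinase-Glo luminescence readout, normalized to no-enzyme (full inhibition) and uninhibited wells.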
Pf growth 96h = P. falciparum growth inhibition at 96 hour, primary screen for plastid delayed-death inhibitors; P. falciparum luciferase reporter growth, 96 h; Potency, µM (titrated, usually from 28.7 µM), inactives show at the top dose activity change, negative = inhibition, usual class: inhibitors; hit rate 6.9% among 320,000
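Luminescence readout: decreased luciferase signal marks inhibited growth of reporter-expressing P. falciparum in infected red cells (2% hematocrit, 0.05% parasitemia final), exposed to compound two generations (96 h, 37 C, 5% CO2).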
Starred values were filed as active, the others as inactive; ? = inconclusive; . = not tested or not shown; [ ] = remark or other dose. Calls follow the shape of the dose curve; as a rule, active = well fitted curve in the direction sought with a large enough effect; inconclusive = small, poorly fitted or top-dose-only effect, or another doubt; inactive = no such curve, though single readings can be large; an effect the other way counts as inactive or inconclusive. % is scaled to controls: 0 for no effect and ±100 for the full control effect; potency is read from the fitted curve at half-maximal effect.

SMILES	HCV inhibitor	TbPYK inhibitor	Sm TGR block	Pf growth 48h	LmPK inh	Pf growth 96h
O=C(Cn1cccc1C(=O)c1ccccc1)NCc1cccnc1	23%	2%	4%	45%[activator]	0%	-5%
COc1ccccc1NC(=O)CC(NCc1ccccc1)C(=O)O (centres undefined)	11%	-2%	-12%	2%	-2%	2.6µM*
CC(C)[C@H](N)C(=O)NC[C@H]1CC[C@H](C(=O)N[C@@H](Cc2ccccc2)C(=O)O)CC1	1%	-6%	4%	-44%	0%	-35%
CCC(C)NC(=S)NNC(=O)c1ccncc1 (centres undefined)	15%	-3%	-3%	10%	13%[11.5 µM]	10%
O=C1CC(c2ccccc2Cl)c2c(sc3c(=O)[nH]c(CCl)nc23)N1 (centres undefined)	.	.	25µM*	-17%	3%	?
Cc1cc(-n2c(SCc3ccccc3F)nc3n[nH]c(C)c3c2=N)ccc1Cl	10µM*	-5%	5%	?	0%	4.7µM*
COc1ccccc1N(C(=O)CNC(=O)c1ccco1)C(C(=O)NC1CCCCC1)c1ccncc1 (centres undefined)	16%	4%	2%	-3%	4%	14%
CCOc1ccc(-c2cccc(NC(=O)COc3ccc(Cl)cc3)c2)nn1	?	3%	-12%	-11%	-5%	?
C/C(=N\N(Cc1ccccc1)c1ccccc1)c1ccncc1	6%	-3%	0%	7%	5%	?
COc1ccc(OC)c(NC(=O)CN2CCc3ccccc3C2)c1	?	2%	-11%	?	1%	?
COc1ccc([C@]23Cc4c(ccc5ccccc45)C(O2)C2=C(CCCC2=O)O3)cc1	.	.	-57%[22.9 µM]	18%[5.75 µM]	-7%[11.5 µM]	?
COc1ccc(C(=O)N2CCN(C(=O)c3ccco3)CC2)cc1OC	8%	-4%	-7%	30%	1%	1%[5.75 µM]
Cc1ccc(OCc2nnc(N)s2)cc1C	11%	-16%	5%	45%[activator]	-7%	42%[activator]
OCC1(CCOc2ccccc2)CCN(Cc2cccn2-c2ncccn2)CC1	0%	-2%	9%	?	4%	-93%
CCC(C)(C)NC(=O)C(c1ccc(OC)cc1)N(C(=O)CCC(=O)Nc1cc(C)on1)c1cccc(OC)c1 (centres undefined)	16%	-4%	-14%	?	1%	-27%
O=C(Nc1ccccc1)Nc1cccc(C(F)(F)F)c1	?	1%	-13%	?	1%	63%[activator]
CCOc1ccc(OCCC(=O)OCC(=O)NCCc2ccc(S(N)(=O)=O)cc2)cc1	7%	-19%	-27%	-6%	.	-7%
COc1ccc(CN2CCNC(=O)C2CC(=O)NCCSc2nccn2C)cc1OC (centres undefined)	8%	4%	-9%	2%	-15%	17%
Cc1cc(=O)oc2cc(OCc3cc4c(cc3Cl)OCO4)ccc12	-10%	3%	14%	1%	3%	11%
CN(C)c1ccc(N2C(=O)CC(Nc3ccc(N4CCOCC4)cc3)C2=O)cc1 (centres undefined)	7%	-13%	?	20%	2%	-18%
Cc1cc(NS(=O)(=O)c2ccc(NS(=O)(=O)c3ccc(Br)cc3)cc2)no1	-6%	1%	-24%	29%	0%	38%
CCCCOc1ccc(C(=O)Nn2c(-c3cccs3)nc3ccccc3c2=O)cc1	1%	0%	-1%	7%	3%	-37%
CN(C(=O)COC(=O)CCCc1c[nH]c2ccccc12)c1c(N)n(Cc2ccccc2)c(=O)[nH]c1=O	-7%	1%	3%	3%	.	2%
CC(C)C[C@H](NC(=O)c1[nH]cnc1C(=O)Nc1ccc(Cl)cc1)C(=O)OC(C)(C)C	36%[activator][8.37 µM]	-4%	18%	13µM*	3%	13µM*
Cc1ccccc1OCC(=O)Nc1cccc(N(C)S(C)(=O)=O)c1	?	3%	1%	14%	-8%	.
Cc1[nH]nc2c1C(c1ccco1)C(C#N)=C(N)O2 (centres undefined)	19%	-7%	-12%	0%	5%	0%
CC(=O)c1ccc(N2C(=O)[C@@H]3C(CCC(N)=O)NC4(C(=O)Nc5c4ccc(Cl)c5C)[C@@H]3C2=O)cc1 (some centres undefined)	19%	-9%	-4%	8%	-3%	?
COc1cccc(-c2noc(C(C)n3nc(C)c([N+](=O)[O-])c3C)n2)c1 (centres undefined)	-9%	-3%	-21%	4%	0%	-11%
CCN1CCN(c2cc(C(C)C)nc3c(-c4ccccc4)c(C)nn23)CC1	-89%	4%	11%	?	3%	15µM*
CCCc1nnc(NC(=O)Nc2ccc(OC)cc2)s1	2%	-1%	3%	20%	6%	41%[activator]
COc1ccc(-n2cnnc2SCC(=O)NC2CCCc3ccccc32)cc1 (centres undefined)	-20%	2%	-13%	19%	1%	-22%
Cc1cccc2cc(CN(Cc3ccco3)C(c3nnnn3CCc3ccccc3)C(C)C)c(=O)[nH]c12 (centres undefined)	?	-2%	-35%	1.9µM*	0%	-13%
Cc1ccc(CNC(=O)C2CCCN(c3ncnc4c3nc3n4CCCCC3)C2)cc1 (centres undefined)	-11%	3%	-13%	-2%	2%	?
CCC(C)NC(=O)CO/N=C/c1ccc(C(=O)OC)cc1 (centres undefined)	17%	0%	-2%	29%	1%	.
O=[N+]([O-])c1cccc(S(=O)(=O)N2CCN(S(=O)(=O)N3CCOCC3)CC2)c1	8%	-1%	0%	11%	-2%	311%[activator]
O=C(Nc1ccc2c(c1)OCO2)c1ccc(S(=O)(=O)NCC2CCCO2)cc1 (centres undefined)	-4%	6%	-6%	-18%	-2%	.
COc1cc2c(c(O)c1OC)-c1c(cc(OC)c(OC)c1OC)C[C@@H](C)[C@@H](C)C2	-17%	3%	13%	13µM*	7%	?
C=CCn1c(-c2ccc(OC)cc2)nc2nc3ccccc3nc21	?	0%	-24%	-23%	-1%	.
CCOC(=O)N1CCN(C(=O)Cc2c(C(=O)O)n(C)c3ccccc23)CC1	3.5µM*	-9%	5%	-4%	3%	-4%
O=C1CCC/C(=N/Nc2ccc(Cl)cc2)C1	?	-9%	13µM*	?	-5%	12µM*

Whole records from above. Order of screens: HCV inhibitor | TbPYK inhibitor | Sm TGR block | Pf growth 48h | LmPK inh | Pf growth 96h
Record of CC(=O)c1ccc(N2C(=O)[C@@H]3C(CCC(N)=O)NC4(C(=O)Nc5c4ccc(Cl)c5C)[C@@H]3C2=O)cc1 (some centres undefined) = 19% | -9% | -4% | 8% | -3% | ?
Record of COc1ccc([C@]23Cc4c(ccc5ccccc45)C(O2)C2=C(CCCC2=O)O3)cc1 = . | . | -57%[22.9 µM] | 18%[5.75 µM] | -7%[11.5 µM] | ?

Other records
SMILES	HCV inhibitor	TbPYK inhibitor	Sm TGR block	Pf growth 48h	LmPK inh	Pf growth 96h
O=C(CCC1CCCC1)NCc1ccccn1	18%	-7%	1%	?	2%	-9%
Cc1cc(C(=O)NC2CCCN(Cc3ccccc3F)C2)n[nH]1 (centres undefined)	10%	-4%	-1%	-1%	-8%	?
CC(CCc1ccc(O)cc1)N1CCC(Oc2ccc(C(=O)N3CCCC3)cc2)CC1 (centres undefined)	-1%	3%	-4%	-17%	-6%	-15%
COc1ccc(S(=O)(=O)N2CCCCC2)cc1C(C)C	0%	-10%	0%	?	-3%	?
CN(C)CCN1CC(O)=C(c2nc3ccccc3s2)C1=N	7%	-1%	0%	-21%	7%	?
Cn1c(SCC(=O)N2CCCc3ccccc32)nnc1-c1ccccc1	22%	-4%	3%	?	0%	?
CCc1nn(-c2ccccc2)c(N)c1C#N	11%	2%	-1%	-1%	0%	5%
COCCCNC(=S)Nc1ccc(CC(=O)O)cc1	12%	-5%	0%	0%	-1%	8%
O=C(Cc1ccc(Cl)c(Cl)c1)Nc1ccc2[nH]c(=O)[nH]c2c1	-12%	-7%	-5%	31%[activator]	7%	16%
Cc1ccc(CNC(=O)c2ccc(COc3ccccc3)cc2)cc1	4%	-12%	-1%	-5%	-2%	-10%
O=C(NCCC1=CCCCC1)C(=O)NCc1ccccc1	0%	3%	14%	50%[activator]	2%	-17%
CNS(=O)(=O)c1cc(N)ccc1C	6%	3%	1%	25%	0%	26%
COc1ccccc1C(=O)Nc1c[nH]c(=O)[nH]c1=O	19%	0%	-2%	20%	0%	?
CCOc1cc(-c2nc3ccccc3s2)ccc1O	?	-11%	0%	10%	0%	1%
COc1ccc2c(c1)C(c1ccc(Cl)cc1)NC(=O)C2 (centres undefined)	2%	-5%	-1%	?	.	?
CCc1ccc(/C=C2/SC(N3CCOCC3)=NC2=O)cc1	-31%	-20%	-1%	?	-4%	2%
Cc1cc(OCC(=O)Nc2ccc3c(c2)OCCO3)ccc1Cl	13%	-3%	8%	3%	-2%	8.3µM*
CCOC(=O)c1[nH]c2cc3c(cc2c1NC(=O)CN1CCCC1)OCO3	3%	?	-4%	-8%	-2%	-12%
COC(=O)C1=C(N)N(c2ccccc2C(F)(F)F)C2=C(C(=O)CCC2)C1c1ccc2c(c1)OCO2 (centres undefined)	?	-1%	-4%	3.7µM*	1%	7.4µM*
N#CC1=C(N)Oc2cc(N)ccc2C1C1CC=CCC1 (centres undefined)	-26%	9%	12%	?	3%	.

Part of the list above, bar-delimited.
compound | HCV inhibitor | TbPYK inhibitor | Sm TGR block | Pf growth 48h | LmPK inh | Pf growth 96h
O=C(NCCC1=CCCCC1)C(=O)NCc1ccccc1 | 0% | 3% | 14% | 50%[activator] | 2% | -17%
CNS(=O)(=O)c1cc(N)ccc1C | 6% | 3% | 1% | 25% | 0% | 26%

(more compounds)
SMILES	HCV inhibitor	TbPYK inhibitor	Sm TGR block	Pf growth 48h	LmPK inh	Pf growth 96h
Cc1cc(=O)n2c(n1)SCOC2	4%	5%	7%	?	-4%	-5%
COc1cccc(CNC(=O)c2cc(COc3c(F)cccc3F)on2)c1	2%	4%	13%	7%	6%	-17%
COc1ccc(N(CC(=O)N/N=C(\C)c2ccc(OC)c(OC)c2)S(=O)(=O)c2ccccc2)cc1	-20%	8%	10%	.	8%	42%[activator]
CCOC(=O)c1cc(-c2ccc(OC(F)F)cc2)nc2c1c(=O)[nH]c(=O)n2C	-21%	-1%	4%	17%	2%	18%
COc1ccc(N2CCN(C(=O)c3cc([N+](=O)[O-])ccc3N3CCN(CCO)CC3)CC2)cc1	1%	13%	-11%	-16%	-8%	?
COCCCn1cnnc1SCC(=O)Nc1ccc(S(=O)(=O)N2CCCC2)cc1	25%	0%	4%	.	5%	-8%
O=c1cc(O)c2c(=O)n(Cc3ccccc3)c3ccccc3c2o1	?	1%	-11%	8.3µM*	2%	?
CCOC(=O)C1CCN(C(=O)/C=C/c2ccc(OC)cc2)CC1	6%	-4%	4%	.	-4%	154%[activator]
NP(=O)(OCC(F)(F)F)Oc1ccc(Cl)cc1 (centres undefined)	0%	-2%	8%	12%	-11%	-8%
c1cn(-c2ncnc3sc4c(c23)CCCC4)cn1	1%	-5%	0%	-5%	0%	0.17µM*
CCCCn1c(/N=C/c2ccccc2NS(=O)(=O)c2ccc(C)cc2)nc2ccccc21	18%	11%	-1%	-7%	1%	?
O=Cc1c(N2CCN(CCO)CC2)nc2ccccn2c1=O	15%	-11%	-26%	0%	5%	10µM*
COC(=O)c1cn(NC(=O)Cc2c(F)cccc2Cl)c(=O)c2ccccc12	18%	-6%	4%	6%	5%	202%[activator]
O=C(CNC(=O)c1ccc(F)cc1)N/N=C/c1cccnc1	1%	2%	2%	74%[activator]	5%	10%
Cc1ccc(F)cc1CNC(=O)C1CCC(=O)N(C2CC2)C1 (centres undefined)	9%	6%	-33%	15%	2%	36%[activator]

Two compounds drawn at random from those above:
SMILES	HCV inhibitor	TbPYK inhibitor	Sm TGR block	Pf growth 48h	LmPK inh	Pf growth 96h
COC(=O)c1cn(NC(=O)Cc2c(F)cccc2Cl)c(=O)c2ccccc12	18%	-6%	4%	6%	5%	202%[activator]
O=Cc1c(N2CCN(CCO)CC2)nc2ccccn2c1=O	15%	-11%	-26%	0%	5%	10µM*
